# Tb PFK inh: blocks T. brucei phosphofructokinase | T. brucei PFK, ADP-Glo luminescence | Potency, µM (doses to about 57.5 µM), inactives show at the highest dose activity, negative = inhibition, actives largely listed as inhibitors | 330,000 compounds, 0.17% hits | AID 485367;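 note: potency is the fitted concentration of half-maximal effect; 0% = uninhibited 1x PFK enzyme wells and -100% = no-enzyme wells; nearly all actives have a fitted effect of over 60% in size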
#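 1.25 nM PFK with 0.5 mM F6P and 0.1 mM ATP in 0.1 M TEA pH 8.0, 5 mM MgCl2, incubated 45 min at room temperature; ADP measured by ADP-Glo luminescence; compounds titrated up to 57 uM.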
# Chronic BCR inh: inhibitors of chronic active B-cell receptor signaling. ABC-DLBCL IkBa-CBG/CBR reporter, luminescence ratio, 4 h. Potency, µM (series often up to 46.1 µM), for inactives: at the highest dose ratio change, negative = lower green/red ratio, usual class: inhibitors. 340,000 compounds, 0.05% hits. AID 493014; active = well fitted inhibition curve with a large enough effect in the signal ratio, with a control signal flat, not every such curve was filed as active; inconclusive = small, poorly fitted or top-dose-only effect, or effect the other way, or a change in a side signal; the % refers to the signal ratio;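 note: potency is the fitted concentration of half-maximal effect; plate controls were basal doxycycline-induced cells for no effect and cells given 10 µM MG132 for full effect; MG132 reads +100%, hits lower the ratio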
#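 Doxycycline induced both beetle luciferases in TMD8 lymphoma cells; IKK-driven degradation limits the IkappaBalpha-fused green signal, while red luminescence normalises for cell number and nonspecific effects. Compounds tested up to 46 uM, 4 hrs.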
# Giardia killer: kills Giardia lamblia. Giardia lamblia trophozoite viability. activity change, % at 7.66 µM, hits read low. 340,000 compounds, 0.15% hits; in the data active = activity change below about -80%; inconclusive = between about -30% and that limit;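 note: parasites exposed to compound for two days anaerobically before the ATP read; % is set by controls: 0 for no effect and ±100 for the full control effect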
#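 Compounds were tested on trophozoites seeded at 100 cells/well and held 48 hrs at 37 deg C anaerobically. An ATP-based luminescent kit measured the remaining live cells.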
# TSHR antagonist: antagonists of human thyroid stimulating hormone receptor | TSHR-expressing cells, TSH-stimulated cAMP HTRF, 2 h; stronger effect = lower value | activity change, negative = inhibition, % at 11.5 µM | 330,000 compounds, 0.2% hits | P16473;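 active = activity change below a set negative limit, meaning inhibition stronger than a set level, cut at about -70% in these data; inconclusive = activity change between two set negative limits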; note: % is set by controls: 0 for no effect and ±100 for the full control effect
#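 Competitive HTRF cAMP read-out (cryptate anti-cAMP antibody, cAMP-d2; 30 min, room temperature) in freshly harvested TSHR cells. Compounds added before TSH at EC80 (4nM final), followed by 2 hours' incubation at 37 deg C.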
# KCNH2 WT inh: inhibitors of human wildtype KCNH2 potassium channel; Q12809; U2OS, BacMam KCNH2, thallium flux FluxOr; stronger effect = lower value; activity change, % at 1.84 µM; 340,000 compounds, 0.37% hits; AID 720551;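 active = maximum activity change below -70%; inconclusive = maximum activity change between -70% and -50%; inactive = maximum activity change above -50%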; note: % is set by controls: 0 for no effect and ±100 for the full control effect
# Target sequence (Q12809 whole entry, looked up): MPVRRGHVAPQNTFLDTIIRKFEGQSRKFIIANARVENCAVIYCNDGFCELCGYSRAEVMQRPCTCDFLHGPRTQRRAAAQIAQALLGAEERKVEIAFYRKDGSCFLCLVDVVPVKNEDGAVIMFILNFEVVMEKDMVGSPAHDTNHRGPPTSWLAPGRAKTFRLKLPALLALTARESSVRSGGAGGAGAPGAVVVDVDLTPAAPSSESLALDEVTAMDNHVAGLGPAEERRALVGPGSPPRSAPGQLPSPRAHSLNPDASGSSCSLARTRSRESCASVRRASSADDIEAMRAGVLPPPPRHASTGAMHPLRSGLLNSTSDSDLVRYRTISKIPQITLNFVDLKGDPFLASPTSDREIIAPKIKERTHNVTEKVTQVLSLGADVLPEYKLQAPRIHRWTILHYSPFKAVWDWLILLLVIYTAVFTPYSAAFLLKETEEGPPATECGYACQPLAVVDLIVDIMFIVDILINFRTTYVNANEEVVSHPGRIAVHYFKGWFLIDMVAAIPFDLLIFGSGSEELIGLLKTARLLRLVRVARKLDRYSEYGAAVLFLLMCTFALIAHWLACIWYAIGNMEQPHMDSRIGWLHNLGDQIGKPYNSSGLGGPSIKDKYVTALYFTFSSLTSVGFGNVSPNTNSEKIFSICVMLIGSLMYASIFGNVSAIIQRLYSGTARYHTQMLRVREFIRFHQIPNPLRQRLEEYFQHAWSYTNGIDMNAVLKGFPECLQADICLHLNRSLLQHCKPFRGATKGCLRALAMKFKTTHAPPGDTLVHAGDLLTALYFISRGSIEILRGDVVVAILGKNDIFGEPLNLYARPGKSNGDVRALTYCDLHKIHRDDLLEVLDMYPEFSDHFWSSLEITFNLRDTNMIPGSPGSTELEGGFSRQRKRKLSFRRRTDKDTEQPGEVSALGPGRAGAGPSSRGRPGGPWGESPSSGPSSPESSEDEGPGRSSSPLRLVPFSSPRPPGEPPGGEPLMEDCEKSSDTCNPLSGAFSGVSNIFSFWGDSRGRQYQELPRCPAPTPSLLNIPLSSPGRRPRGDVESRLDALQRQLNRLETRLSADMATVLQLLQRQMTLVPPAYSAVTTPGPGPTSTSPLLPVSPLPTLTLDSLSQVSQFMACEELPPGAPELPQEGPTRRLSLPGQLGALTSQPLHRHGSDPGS
#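 U2OS cells were transduced with wild-type KCNH2 virus (2.03 x 10^8 / mL) for 4 h at room temperature, then cultured overnight at 37 C. Thallium flux was read with FluxOr dye. Rate constants were normalized to DMSO controls.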
# MLL CXXC-DNA inh: blocks binding of human MLL CXXC domain to DNA. Q03164. 290,000 compounds, 0.037% hits. MLL-CXXC / FITC-HOXA9 DNA fluorescence polarization. Potency, µM (series often up to 115 µM), without a hit: at the highest dose activity change, negative = inhibition, most hits filed as inhibitors; active = well fitted inhibition curve with a large enough effect in the polarisation, with a control signal flat, not every such curve was filed as active; inconclusive = small, poorly fitted or top-dose-only effect, or effect the other way, or a change in a side signal; inactive = no such curve, though single readings can be large or run the other way; the % refers to the polarisation; note: potency is the fitted concentration of half-maximal effect
#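 Purified MLL-CXXC (added from a 7 uM solution) was preincubated 5 min at ambient with pinned compounds in 50 mM Tris-HCl pH 7.5, 50 mM NaCl, 1 mM DTT, 0.05% BSA. Fluorescein-labeled HOX-A9 DNA (50 nM solution) followed, 30 min, then polarization read.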
# GALK inh: galactokinase (human) inhibition; P51570; Purified GALK, Kinase-Glo residual ATP luminescence; Potency, µM (highest dose often 57.5 µM), for inactives: at the top dose activity change, negative = inhibition, most hits filed as inhibitors; 270,000 compounds, 0.007% hits; note: potency is the fitted concentration of half-maximal effect; % is set by controls: 0 for no effect and ±100 for the full control effect
#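 The enzyme phosphorylates galactose (100 uM) using ATP (35 uM); inhibition is detected as higher residual ATP, quantified by bioluminescence after 1 h reaction at room temperature, pH 8.0.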
# Coupling enz: inhibits coupling enzyme system, counter-screen for aldolase hits. coupling enzyme system counterscreen, AmpLite Red fluorescence. activity change, negative = inhibition, % at 58.2 µM, hits read low. 290,000 compounds, 0.67% hits; in the data active = activity change below about -30%; note: % is set by controls: 0 for no effect and ±100 for the full control effect
#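 Activity here indicates interference with the coupling reaction, not aldolase inhibition. Compounds at 57.5 uM final met coupling enzymes for 10 min at RT; substrate and AmpLite Red detection followed, with a 525/598 nm fluorescence read after 20 min.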
# AT treatment: potential ataxia-telangiectasia treatments restoring KAP-1 phosphorylation; […] A-T fibroblasts, KAP-1 phosphorylation AlphaLISA; neocarzinostatin DNA damage 30 min before lysis; 320,000 compounds, 0.19% hits; Potency, µM (series often up to 57.5 µM), for inactives: at the highest dose activation, actives largely listed as activators; note: potency is the fitted concentration of half-maximal effect; % of control where 0% means no effect; nearly all actives have a fitted effect of over 45% in size
#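 hTERT-immortalized A-T patient fibroblasts ([…]), 500 cells/well in OPTI-MEM, 1% FBS, got compounds for 60 min, then NCS for 30 min at 37C. Lysates were then assayed for phospho-KAP-1 by AlphaLISA (anti-pKAP1 donor, anti-KAP1 acceptor beads), 6 hr at 25C.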
# TCR act: activators of T cell receptors | primary human leukocytes, anti-CD3, IL-2 HTRF, 48 h | Potency, µM (top dose mostly 9.22 µM), for the others: at the top dose activation of IL-2 secretion, actives largely listed as activators | 330,000 tested, under 10 active | AID 504894; note: % of control where 0% means no effect
#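 HTRF read-out of IL-2 secretion: europium cryptate donor excited at 320nm, d2 acceptor emission at 665nm. Cells were primary human leukocytes incubated 48 hr with compounds and a-CD3 beads, supplying TCR signal only.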
# Starred values were filed as active, the others as inactive; i = inactive; ? = inconclusive; nt = not tested or not shown; [ ] = dose if it differs, or a comment. Unless noted, calls come from the whole dose curve; as a rule, active = well fitted curve in the direction sought with a large enough effect; inconclusive = small, poorly fitted or top-dose-only effect, or another doubt; inactive = no such curve, though single readings can be large; an effect the other way counts as inactive or inconclusive. Outcome played no part in choosing rows, and some 1.6% of all compounds hit somewhere here.
No.	smiles	Tb PFK inh	Chronic BCR inh	Giardia killer	TSHR antagonist	KCNH2 WT inh
1	CCN1C(=O)C(CC(=O)Nc2ccc(F)cc2)N(Cc2ccco2)C1=S (stereo not drawn)	-1%	?	-1	2	6
2	CSCCC(=O)NC1CCCN(CCc2ccccc2)C1 (stereo not drawn)	-3%	4%	-3	-3	4
3	Cc1cc(C)c(C(=O)CN2C(=O)C(=O)N(C3CCCC3)C2=O)cc1C	0%	0%	6	-3	-6
4	Cc1nc(N)sc1-c1nnc(SCC(=O)Nc2nccs2)n1C	1%	?	4	-3	-5
5	COCCNc1nc(=S)[nH]c2cc(OC)c(OC)cc12	8%	7%	-16	3	-3
6	CCOC(=O)CN1C(=O)/C(=C/c2cccc(Br)c2)Oc2ccccc21	0%	?	16	-4	3
7	CC1=NN(c2nc(-c3ccc(C)cc3)cs2)C(=O)C1N=Nc1ccc2ccccc2c1 (stereo not drawn)	2%	4%	-18	-3	0
8	O=[N+]([O-])c1ccc(NCc2ccccn2)nc1	-13%	1%	-8	15	17
9	CC12CCC(C(=O)N3CCC(Cc4ccccc4)CC3)(C(=O)C1=O)C2(C)C (stereo not drawn)	-2%	1%	14	-6	i
10	COC(=O)CCN(C(=O)c1ccc2c(c1)OCO2)c1ccccn1	11%	-1%	5	10	-1
11	COc1c(C)cc(Br)cc1C(=O)Nc1cccc(-c2nc3ncccc3o2)c1	-8%	2%	-8	-19	7
12	Cc1cccc(NC(=S)N(CCN(C)C)C(C)c2cccnc2)c1 (stereo not drawn)	-5%	-2%	14	4	-19
13	COC(=O)CCC(=O)COc1ccccc1C#N	0%	?	-4	0	3
14	CN(C)/C=C(\C#N)C(=O)Nc1ccccc1	-2%	-2%	-12	0	-1
15	c1ccc2cc(CN3CCOCC3)ccc2c1	nt	nt	6	nt	1

No.	MLL CXXC-DNA inh	GALK inh	Coupling enz	AT treatment	TCR act
1	?	5%	-1	-5%	nt
2	-4%	4%	0	1%	nt
3	nt	nt	nt	1%	-4%
4	1%	0%	2	-2%	8%
5	-4%	0%	-2	-3%	-1%
6	-3%	-2%	0	14%	-8%
7	11%	0%	4	0%	0%
8	0%	1%	0	-6%	3%[46.1 µM]
9	-1%	0%	6	2%	8%
10	1%	-1%	2	-5%	9%
11	-3%	0%	3	-6%	0%
12	1%	-1%	2	-2%	7%
13	5%	2%	4	-10%	-4%
14	14%	1%	0	7%	-1%
15	-7%	0%	3	nt	14%

# Compound profiles (already shown):
# `Cc1nc(N)sc1-c1nnc(SCC(=O)Nc2nccs2)n1C` is listed with Tb PFK inh = 1%; Chronic BCR inh = ?; Giardia killer = 4; TSHR antagonist = -3; KCNH2 WT inh = -5; MLL CXXC-DNA inh = 1%; GALK inh = 0%; Coupling enz = 2; AT treatment = -2%; TCR act = 8%
# `CC12CCC(C(=O)N3CCC(Cc4ccccc4)CC3)(C(=O)C1=O)C2(C)C` (stereo not drawn) is listed with Tb PFK inh = -2%; Chronic BCR inh = 1%; Giardia killer = 14; TSHR antagonist = -6; KCNH2 WT inh = i; MLL CXXC-DNA inh = -1%; GALK inh = 0%; Coupling enz = 6; AT treatment = 2%; TCR act = 8%

# Later entries:
No.	smiles	Tb PFK inh	Chronic BCR inh	Giardia killer	TSHR antagonist	KCNH2 WT inh
16	CN(C(=O)COc1ccc(Oc2ccccc2)cc1)C1CCS(=O)(=O)C1 (stereo not drawn)	-5%	?	0	25	-6
17	CCOc1ccc(NC(=S)Nc2cccc3cnccc23)cc1	4%	-5%	-4	35	-3
18	Cc1ccc(C(=O)N2CCN(c3ccc(C(F)(F)F)cn3)CC2)cc1	11%[0.46 µM]	-8%	5	-3	1
19	COC(=O)N1CN(C(=O)OC)CN(C(=O)OC)C1	1%	-1%	-20	-7	-13
20	CCN(Cc1ccccc1)C(c1ccncc1)c1nnnn1C(C)(C)C (stereo not drawn)	-1%	-3%	-4	-6	2
21	COCCCNC(=S)NCCCNc1nc2cc3c(cc2cc1C#N)OCO3	4%	1%	25	-3	3
22	CCOC(=O)C1=CNS(=O)(=O)NC1c1ccc2ccccc2c1 (stereo not drawn)	-4%	-2%	-2	30	-10
23	CCC(=O)Nc1ccc(N2CCN(C(=O)c3cccs3)CC2)cc1	?	2%	-2	-6	nt
24	CC(C)c1ccc(S(=O)(=O)N2CCN(C(=O)C3CCCC3)CC2)cc1	-1%	2%	-10	0	-4
25	OC(CNc1ncnc2sccc12)c1ccccc1 (stereo not drawn)	0%	?	-13	-28	-3
26	c1ccc2cc(OCCN3CCCC3)ccc2c1	0%	-1%	-4	10	15
27	CN1CCN(C(=O)CCN2C(=O)S/C(=C/c3ccc(Cl)cc3)C2=O)CC1	-5%	1%	3	11	15
28	CCOC(=O)CCNC(=O)N1CCCC(CCC(=O)N(C)CCc2ccccn2)C1 (stereo not drawn)	-5%	1%	-22	0	5
29	COc1ccc(Nc2nccc(N(C)C)c2C#N)cc1	-2%	1%	-24	-5	17
30	CSCCC(/C(O)=C(\C#N)c1nc2ccccc2[nH]1)N1C(=O)c2ccccc2C1=O (stereo not drawn)	-2%	3%	-22	-9	-4

No.	MLL CXXC-DNA inh	GALK inh	Coupling enz	AT treatment	TCR act
16	-8%	6%	nt	11%	nt
17	0%	-4%	-45*	-7%	7%[46.1 µM]
18	0%	-3%	0	7%	-4%
19	-9%	2%	1	7%	4%
20	-4%	-2%	0	-2%	-2%[46.1 µM]
21	0%	0%	-5	19%	-3%
22	nt	nt	nt	3%	-4%[46.1 µM]
23	7%	2%	-1	-1%	-1%
24	16%	-2%	3	3%	5%
25	1%	1%	-2	4%	-3%
26	-2%	0%	1	-9%	0%
27	-1%	2%	0	1%	-1%
28	-13%	0%	1	4%	-2%
29	4%	-1%	7	8%	-3%
30	-22%	0%	2	-7%	-4%

# Results in Coupling enz and Giardia killer, for some of the entries so far:
entry | canonical_smiles | Coupling enz | Giardia killer
30 | CSCCC(/C(O)=C(\C#N)c1nc2ccccc2[nH]1)N1C(=O)c2ccccc2C1=O (stereo not drawn) | 2 | -22
24 | CC(C)c1ccc(S(=O)(=O)N2CCN(C(=O)C3CCCC3)CC2)cc1 | 3 | -10

# Carrying on:
No.	smiles	Tb PFK inh	Chronic BCR inh	Giardia killer	TSHR antagonist	KCNH2 WT inh
31	CC(NC(=O)COc1cc(=O)n(C)c2ccccc12)c1ccc2c(c1)OCCO2 (stereo not drawn)	-2%	-1%	10	4	-7
32	COc1ccc(C(=O)N[C@H](C(=O)NCCCSc2ccccc2)C(C)C)cc1	1%	-4%	-3	-7	-14
33	CC1(C)CC(=O)C=C(NCCc2ccc(S(N)(=O)=O)cc2)C1	2%	12%	5	7	-1
34	Cc1cccc(OCCn2c(CCCO)nc3ccccc32)c1	-5%	?	1	8	-6
35	COc1ccc(OCC(=O)NNC(=O)c2cc3ccccc3o2)cc1	-2%	-2%	2	-9	-6
36	Cc1ccc(C(c2nnnn2CC2CCCO2)N2CCN(C)CC2)cc1 (stereo not drawn)	-3%	-5%	-7	-11	-3
37	Cc1c(NC(=O)C(C)N2C(=O)C3C4C=CC(C4)C3C2=O)c(=O)n(-c2ccccc2)n1C (stereo not drawn)	1%	5%	11	14	-5
38	Cc1nn(-c2ccccc2)nc1CNC(=O)C1CCC1	8%	16%	-12	-1	-5
39	CCCCOC(=O)CCc1c(C)[nH]c(=S)[nH]c1=O	0%	5%	9	9	-1
40	COc1ccc(C(=O)NNC(=O)c2ccccc2[N+](=O)[O-])cc1	7%	-28%	-7	10	10
41	O=c1cc(-c2ccccc2)nc2cc(-c3ccc(Br)cc3)[nH]n12	-8%	?	-17	-9	-2
42	COc1cc2c(cc1OC)C(C)N(S(=O)(=O)c1cccs1)CC2 (stereo not drawn)	0%	-12%	5	-7	-2

No.	MLL CXXC-DNA inh	GALK inh	Coupling enz	AT treatment	TCR act
31	-3%	3%	0	3%	-1%
32	nt	nt	nt	4%	2%[46.1 µM]
33	-5%	-3%	1	2%	-3%
34	-5%	0%	1	4%	-4%
35	1%	2%	0	12%	-8%[46.1 µM]
36	5%	2%	2	5%	-4%
37	-2%	1%	-1	-9%	6%
38	1%	nt	0	-3%	-1%
39	-2%	-2%	4	-3%	0%
40	-11%	1%	1	-6%	6%[46.1 µM]
41	3%	nt	4	-1%	2%
42	-6%	-2%	-3	0%	5%

# Screening data deposited in PubChem BioAssay by National Center for Advancing Translational Sciences (NCATS).
